GRP78 ERSR act = induces the endoplasmic reticulum stress response in human glioma cells. AID 602332. 420,000 compounds, 0.02% hits. Potency, µM, for the others: top-dose activation, usual class: activators. U87-MG GRP78 promoter luciferase reporter, 16 h; also: potency is read from the fitted curve at half-maximal effect; series mostly up to about 76 µM; % of control where 0% means no effect; nearly all actives have a fitted effect of over 35% in size
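ERSR induction read as luciferase luminescence (Bright-Glo, 10 min at room temperature) in stably transfected human U87-MG glioma cells exposed to compounds for 16 h, using GRP78 as sensor.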
Vif-APOBEC3G blk = inhibitors of Vif-APOBEC3G interaction | Q9HC16 | HeLa A3G-eYFP + Vif (tagged APOBEC3G with the HIV-1 protein that degrades it), YFP fluorescence, overnight | Potency, µM (titrated, usually from 46.1 µM), for inactives: at the highest dose activity, negative = active, hits mostly inhibitors | 410,000 compounds, 0.076% hits;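 also: potency is read from the fitted curve at half-maximal effect; % is scaled to controls: 0 for no effect and ±100 for the full control effect; nearly all actives have a fitted effect of over 60% in size; hits raise eYFP signal because A3G escapes Vif-driven loss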
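HeLa cells stably expressing Vif and C-terminally eYFP-tagged A3G, seeded overnight at 37 deg C, then exposed to compound by pintool overnight at 37 deg C. Rise in yellow fluorescence (Ex 488/Em 500-530, Acumen) marks blocked Vif-driven A3G degradation.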
RXFP1 ag = RXFP1 (human) receptor agonism; Q9HBX9; HEK293T-RXFP1 cAMP TR-FRET, 30 min; response scale: percent of porcine relaxin response, buffer zero; Potency, µM (doses to about 57.5 µM), inactives show top-dose activation, usual class: activators; 370,000 compounds, 0.3% hits; AID 2676; also: potency is read from the fitted curve at half-maximal effect; % is scaled to controls: 0 for no effect and ±100 for the full control effect; nearly all actives have a fitted effect of over 60% in size; many of its hits are not listed in these tables
Target sequence (Q9HBX9 whole entry, looked up): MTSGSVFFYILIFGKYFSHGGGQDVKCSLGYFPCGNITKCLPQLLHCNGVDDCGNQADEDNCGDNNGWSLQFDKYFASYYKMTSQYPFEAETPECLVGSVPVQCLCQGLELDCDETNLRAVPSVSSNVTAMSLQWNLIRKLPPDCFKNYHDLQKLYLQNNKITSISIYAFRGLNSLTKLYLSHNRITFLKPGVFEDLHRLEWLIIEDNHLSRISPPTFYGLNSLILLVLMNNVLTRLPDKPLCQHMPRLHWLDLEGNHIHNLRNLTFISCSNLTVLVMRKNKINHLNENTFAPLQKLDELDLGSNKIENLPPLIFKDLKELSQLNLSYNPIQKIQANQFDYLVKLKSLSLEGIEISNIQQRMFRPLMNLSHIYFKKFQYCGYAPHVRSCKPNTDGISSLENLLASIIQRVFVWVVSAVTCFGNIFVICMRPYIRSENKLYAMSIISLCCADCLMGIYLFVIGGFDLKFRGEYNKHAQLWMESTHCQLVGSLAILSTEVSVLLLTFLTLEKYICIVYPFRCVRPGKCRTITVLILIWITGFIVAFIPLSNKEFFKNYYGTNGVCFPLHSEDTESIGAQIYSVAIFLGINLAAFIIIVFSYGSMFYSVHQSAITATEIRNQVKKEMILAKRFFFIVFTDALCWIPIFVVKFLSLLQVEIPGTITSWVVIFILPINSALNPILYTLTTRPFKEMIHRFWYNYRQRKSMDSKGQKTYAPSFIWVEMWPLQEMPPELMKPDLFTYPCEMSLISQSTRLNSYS
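HEK293 cells stably expressing RXFP1, treated 30 min at 37C with compounds plus PDE4 inhibitor Ro 20174; cAMP measured by HTRF TR-FRET. Normalized to buffer and 29 nM porcine relaxin; EC50 by Hill fit.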
LDHA inh = inhibitors of human lactate dehydrogenase A; AID 1347041; activity change, % (values are at about 110 or 230 µM); 480,000 compounds, 0.15% hits; purified LDHA, NADH/diaphorase-resazurin fluorescence; active compounds read low; in the data active = activity change below about -30%; inconclusive = mostly about -25% to -30%;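 also: plate controls were DMSO wells for no effect and wells without enzyme for full effect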
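Resorufin fluorescence (ex540/em590), read at 0 and 20 min after diaphorase/resazurin addition, reports the NADH left after a 5 min room-temperature reaction of 2 nM human LDH5 with 0.06 mM NADH and 0.2 mM pyruvate.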
D2 PAM = positive allosteric modulators of human D2 dopamine receptor; potentiation, % at 10 µM; HEK293 T-REx D2, calcium flux, EC20 dopamine potentiation; 340,000 compounds, 0.34% hits; AID 485347; P14416;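 active = potentiation over 3 SD above the plate norm, cut at about 30% in these data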; also: 0% is about no effect
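Cells plated with tetracycline inducer and held overnight at 30 C; calcium dye loaded 30–90 min at room temperature; baseline taken, compound added and read 180 s; EC20 dopamine then added and read 180 s.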
D1 ag = agonists of human D1 dopamine receptor. AID 504660. P21728. 360,000 compounds, 1% hits. HEK293 T-REx D1 cells, calcium flux, agonist mode. activation, % at 2 µM; in the data active = activation above about 30%; also: 0% is about no effect
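Agonism was scored from calcium flux recorded over 180 s (1 read/s) after pintool compound addition, following a 10-cycle baseline. Cells were inducible force-coupled HEK293 TREx D1, plated overnight at 30 C and loaded with no-wash calcium dye.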
Vif-APOBEC3F blk = inhibitors of Vif-A3F interaction; 390,000 compounds, 0.2% hits; AID 602313; HeLa A3F-eYFP + Vif (tagged APOBEC3F with the HIV-1 protein that degrades it), YFP fluorescence increase; Potency, µM (titrated, usually from 46.1 µM), for inactives: top-dose activity, negative = active; also: potency is read from the fitted curve at half-maximal effect; % of control where 0% means no effect; nearly all actives have a fitted effect of over 65% in size
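Fluorescence increase (Ex 488/Em 500-530) after overnight compound treatment at 37 deg C flags inhibition of Vif-driven A3F-eYFP loss in stable HeLa A3F-eYFP/Vif cells seeded overnight beforehand.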
D1 antag = blocks dopamine activation of the human D1 receptor. P21728. HEK293 TREx D1 cells, calcium flux, dopamine EC80; active compounds read low. activity change, negative = inhibition, % at 10 µM. 360,000 compounds, 3.2% hits; in the data active = activity change below about -30%; also: % is scaled to controls: 0 for no effect and ±100 for the full control effect
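Tetracycline-induced HEK293 Trex D1 cells, force-coupled to calcium, dye-loaded; compounds added and read 180 s, then EC80 dopamine added and calcium flux tracked kinetically another 180 s.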
D1 PAM = human D1 dopamine receptor positive modulation. 360,000 compounds, 0.036% hits. HEK293 TREx D1 cells, calcium flux, dopamine EC20 potentiation. potentiation, % at 10 µM. AID 504651; in the data active = potentiation above about 30%; also: 0% is about no effect
Starred values were filed as active, the others as inactive; ? = inconclusive; · = not tested or not shown; & = joins results of further samples. Unless noted, calls follow the shape of the dose curve; as a rule, active = well fitted curve in the direction sought with a large enough effect; inconclusive = small, poorly fitted or top-dose-only effect, or another doubt; inactive = no such curve, though single readings can be large; an effect the other way counts as inactive or inconclusive.

1: Cc1ccccc1N1C(=O)N(c2cccc(C(F)(F)F)c2)C2CS(=O)(=O)CC21 (centres undefined)
2: CCc1ccc(NC(=O)c2ccc(S(=O)(=O)NCc3cccnc3)cc2)cc1
3: O=C(NCc1ccc2c(c1)OCO2)c1cccc(S(=O)(=O)N2CCCC2)c1
4: Cc1cc(C)cc(NC(=O)C(Nc2ccccc2)c2ccccc2)c1 (centres undefined)
5: Cc1cc(C(=O)NNC(=O)C(C)(C)Oc2ccc(Cl)cc2)c(C)o1
6: Cc1ccc(OCc2nc(-c3ccc(C(=O)N4CCN(c5cc(Cl)ccc5C)CC4)cc3)oc2C)cc1
7: CCOc1ccc(NC(=O)COC(=O)c2cc([N+](=O)[O-])ccc2N2CCOCC2)cc1
8: CCn1c(CN2CCOCC2)nc2cc(NC(=O)c3cccc([N+](=O)[O-])c3)ccc21
9: COC1c2ccccc2C(=O)N1Cc1ccc(F)cc1 (centres undefined)
10: CCC(=O)c1ccc(N2CCN(C(=O)c3cccs3)CC2)c(F)c1

compound no. | 1 | 2 | 3 | 4 | 5 | 6 | 7 | 8 | 9 | 10
GRP78 ERSR act | -3% | 4% | -1% | 2% | -6% | 1% | -2% | 1% | -1% | 5%
Vif-APOBEC3G blk | 0% | -5% | 0% | 4% | -3% | -1% | 3% | 6% | 1% | 0%
RXFP1 ag | 0.0% | -0.1% | -0.7% | -1.3% | · | -0.8% | 1.9% | -3.1% | 4.5% | -1.7%
LDHA inh | -5 | -4 | -2 | -1 | -6 | 0 | -1 | 3 | 1 | -9
D2 PAM | 1 | 9 | -3 | 4 | · | -2 | 4 | 9 | 19 | 12
D1 ag | 1 | 10 | 0 | 2 | · | 5 | 2 | -2 | 2 | 2
Vif-APOBEC3F blk | -7% | -1% | 1% | 0% | -1% | 1% | ? | -9% | 9% | 3%
D1 antag | -2 | -34* | 8 | -10 | · | -34* | -6 | -6 | -2 | -10
D1 PAM | 3 | · | -2 | -9 | · | -5 | -6 | 1 | -4 | -7

11: O=C(CCc1nnc(COc2ccccc2)o1)NCc1ccccc1
12: C[C@H](NC(=O)c1ccc(C(C)(C)C)cc1)C(=O)N1CCOCC1
13: Cc1nnc(C)n1/N=C/c1ccc(-c2ccccc2)cc1
14: CCc1nn(CC(=O)NCCCN2CCCC2=O)c(=O)c2cc3sccc3n12
15: COc1cccc2c1cc1c(=O)n(CC(=O)N3CCN(c4cc(Cl)ccc4C)CC3)nc(C)n12
16: CCNC(=O)CSc1nnc(-c2ccc(OC)cc2)n1CC(C)C
17: CC(C)(C)C(=O)Cn1ncc(N2CCCC2)c(Br)c1=O
18: COc1ccc(N2CCC(CNC(=O)Nc3ccc(C)c(C)c3)C2)cc1 (centres undefined)
19: C#CCOc1nc2c(c(=O)n(C)c(=O)n2C)n1Cc1ccccc1
20: CC(=O)Nc1cccc(Nc2nc(-c3ccccc3F)nc3ccccc23)c1

compound no. | 11 | 12 | 13 | 14 | 15 | 16 | 17 | 18 | 19 | 20
GRP78 ERSR act | 0% | -4% | 5% | -2% | -3% | -4% | -1% | 4% | -1% | -3%
Vif-APOBEC3G blk | 0% | -9% | -6% | -1% | 2% | 2% | -8% | 0% | 1% | -5%
RXFP1 ag | -0.9% | · | 1.2% | 6.7% | 0.6% | 0.6% | -5.9% | 1.7% | -0.6% | 0.6%
LDHA inh | -8 | -6 | -2 | -3 | 0 | -9 | 3 | 9 | 0 | -6
D2 PAM | 4 | · | 16 | -9 | -3 | -3 | -19 | 0 | -3 | 2
D1 ag | 2 | · | 0 | 0 | 3 | -1 | 4 | -4 | 2 | -3
Vif-APOBEC3F blk | -11% | 1% | 1% | 1% | -2% | 3% | -5% | 4% | 9% | 0%
D1 antag | -5 | · | -2 | -4 | -3 | · | -3 | 1 | -11 | -1
D1 PAM | -1 | · | -6 | -1 | 3 | -2 | 5 | -3 | -1 | 6

A few values from the entries so far.
entry 16 | Vif-APOBEC3G blk = 2%
entry 17 | Vif-APOBEC3F blk = -5%
entry 12 | GRP78 ERSR act = -4%

Of the compounds above, these have a thiophene ring, fused or not.
10: CCC(=O)c1ccc(N2CCN(C(=O)c3cccs3)CC2)c(F)c1
14: CCc1nn(CC(=O)NCCCN2CCCC2=O)c(=O)c2cc3sccc3n12

compound no. | 10 | 14
GRP78 ERSR act | 5% | -2%
Vif-APOBEC3G blk | 0% | -1%
RXFP1 ag | -1.7% | 6.7%
LDHA inh | -9 | -3
D2 PAM | 12 | -9
D1 ag | 2 | 0
Vif-APOBEC3F blk | 3% | 1%
D1 antag | -10 | -4
D1 PAM | -7 | -1

Later entries
21: CC(NCc1ccc(F)cc1)C(=O)NC1CCCCC1 (centres undefined)
22: O=C(NC1CCCC1)c1ccc2c(=O)n(Cc3ccccc3)c(SCc3cccc(F)c3)nc2c1
23: COc1ccc(-c2cc(C(=O)Nc3c(C)nn(Cc4ccccc4C)c3C)no2)cc1
24: COc1ccc2nc(Cl)c(C3CC(c4ccco4)=NN3C(=O)CCC(=O)O)cc2c1 (centres undefined)
25: COc1ccc(NC(=O)Cn2ccn(Cc3ccccc3)c(=O)c2=O)cc1Cl
26: COc1ccc(C(=O)CSc2nnc(CN3CCCCC3)n2-c2ccc(Cl)cc2)cc1OC
27: Cc1cc(C)cc(NC(=O)Cn2cc(C(=O)c3ccccc3)c(=O)c3ccc(C)nc32)c1
28: Nc1c(Cl)c(Cl)nc(C(=O)OCC(=O)NCc2ccccc2)c1Cl
29: Cc1cccc(C(=O)Nc2ccc(N3CCN(c4ccc(F)cc4)CC3)c(C(=O)O)c2)c1
30: COc1cccc(NC(=O)CNC(=O)c2ccc(F)cc2)c1

compound no. | 21 | 22 | 23 | 24 | 25 | 26 | 27 | 28 | 29 | 30
GRP78 ERSR act | -2% | -2% | -2% | -3% | -2% | 2% | -2% | -4% | 1% | 5%
Vif-APOBEC3G blk | -2% | 7% | 1% | 1% | 2% | -8% | 2% | 1% | 2% | 0%
RXFP1 ag | -0.8% | -3.5% | 8.2% | -0.3% | -0.1% | 5.3% | ? | 0.9% | 4.9% | 1.2%
LDHA inh | -17 | -16 | -12 | -5 | -9 | 4 | -12 | -1 | -6 | 0
D2 PAM | 3 | 1 | -8 | -8 | -11 | · | -6 | -5 | -1 | -2
D1 ag | 2 | 2 | 7 | 6 | -1 | 17 | 0 | 2 | 5 | 1
Vif-APOBEC3F blk | 5% | -2% | -4% | -4% | 0% | -9% | -20% | 1% | 5% | -12%
D1 antag | 8 | -10 | -12 | -4 | 3 | 9 | 2 | 3 | -6 | -16
D1 PAM | 3 | -2 | -1 | -3 | 2 | -3 | 5 | 1 | -2 | -2

The list goes on (three carried over from the part before).
28: Nc1c(Cl)c(Cl)nc(C(=O)OCC(=O)NCc2ccccc2)c1Cl
29: Cc1cccc(C(=O)Nc2ccc(N3CCN(c4ccc(F)cc4)CC3)c(C(=O)O)c2)c1
30: COc1cccc(NC(=O)CNC(=O)c2ccc(F)cc2)c1
31: Cc1ccc2c(C)c(C(=O)Nc3ccc(S(N)(=O)=O)cc3)oc2c1C
32: CCC(=O)N1N=C(c2ccc(NS(=O)(=O)c3ccccc3)cc2)CC1c1ccco1 (centres undefined)
33: CSCC[C@H](NC(=O)c1cccc(S(=O)(=O)N2CCCCC2)c1)c1nc2ccccc2[nH]1
34: Cc1ccc(NC(=O)OCCN2CCN(Cc3ccccc3)CCC2=O)cc1C
35: COc1ccc(NC(=O)CN(C)C(=O)c2ccc(=O)[nH]c2)cc1
36: COc1ccc(NC(=O)c2cc(-c3ccc(C)o3)nc3ccccc23)cc1
37: Cc1cccc(NC(=S)NNc2ncc(C(F)(F)F)cc2Cl)c1
38: Cc1cc(C)cc(OCC(=O)N2CCc3ccccc3C2)c1
39: COc1ccccc1NC(=O)c1ccc(NC(=O)COC(=O)c2ccc(O)cc2)cc1
40: Cc1cc(C(=O)NNC(=S)NC(C)c2ccccc2)c2ccccc2n1 (centres undefined)

compound no. | 28 | 29 | 30 | 31 | 32 | 33 | 34 | 35 | 36 | 37 | 38 | 39 | 40
GRP78 ERSR act | -4% | 1% | 5% | -2% | -3% | -3% | -4%&-4% | -3% | -6% | -12% | 1% | -2% | -4%
Vif-APOBEC3G blk | 1% | 2% | 0% | 1% | 0% | -3% | 1% | -1% | -3% | -11% | 2% | -9% | -9%
RXFP1 ag | 0.9% | 4.9% | 1.2% | 4.5% | · | · | 1.0% | -0.9% | · | 1.8% | 0.9% | -1.9% | -0.2%
LDHA inh | -1 | -6 | 0 | -5 | 1 | 3 | 0 | -2 | -4 | -5 | -3 | -9 | -5
D2 PAM | -5 | -1 | -2 | 2 | · | · | -4 | -6 | · | -6 | -27 | 0 | 5
D1 ag | 2 | 5 | 1 | 3 | · | · | 0 | 3 | · | 7 | 3 | 2 | 0
Vif-APOBEC3F blk | 1% | 5% | -12% | 6% | -1% | -3% | -4% | 1% | 0% | -9% | 0% | 4% | -16%
D1 antag | 3 | -6 | -16 | 2 | · | · | 13 | -5 | · | -26 | -4 | 4 | 2
D1 PAM | 1 | -2 | -2 | -9 | · | · | -2 | -6 | · | 0 | 4 | 6 | 1

41: CCOc1ccc(NC(=O)CSc2nc(-c3cccs3)cc(C(F)(F)F)c2C#N)cc1
42: Nc1nnc(CCS(=O)(=O)c2cc(Cl)ccc2Cl)s1
43: O=C(COC(=O)[C@H](Cc1ccccc1)N1C(=O)c2ccccc2C1=O)Nc1ccc2c(c1)OCO2
44: COc1cccc(CNC(=O)N2CCN(c3ccccc3C)CC2)c1

compound no. | 41 | 42 | 43 | 44
GRP78 ERSR act | -3% | -2% | -5% | 0%
Vif-APOBEC3G blk | 0% | 2% | 0% | -1%
RXFP1 ag | 5.1% | -0.3% | 2.0% | -1.2%
LDHA inh | 0 | -4 | -2 | 0
D2 PAM | 9 | 13 | -14 | ·
D1 ag | 4 | 1 | 1 | 2
Vif-APOBEC3F blk | 0% | 4% | 2% | 8%
D1 antag | 12 | -8 | -6 | 2
D1 PAM | 0 | 6 | -8 | -2

High-throughput results (PubChem)

Only part of the results is shown; rates above refer to the full screens.
